JMJD2C inh – inhibitors of human GASC-1 (JMJD2C) demethylase; 330,000 compounds, 0.069% hits; Q9H3R0; inhibition, % at 2.35 µM; AID 2099; GST-JMJD2C(1-420) H3K9me3 demethylation, DELFIA europium;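 active means more than half of a compound's replicate wells show inhibition beyond 50%, single wells judged on their own value; inconclusive means some, but no more than half, of replicates pass 50% inhibition; inactive means no replicate passes 50% inhibition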;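 further: signal counts dimethyl H3K9 product captured on neutravidin plate; 0% = median of DMSO wells and 100% = 0.3 times that DMSO median; strong numbers were not always called active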
LAP4-GFP MLPCN – alters LAP4-GFP fluorescence in TOR pathway yeast screen | 320,000 compounds, 0.34% hits | S. cerevisiae LAP4-GFP multiplex, flow cytometry GFP, 3 h; median GFP as percent of DMSO wells | GFP response vs DMSO, % at 10 µM;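 active means GFP response vs DMSO above a set limit, about the screen mean plus 3 SD, cut at about 150% in these data; inconclusive means under 70 cell events counted for the yeast strain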
proCasp7 act – counter-screen for procaspase-3 activators: activators of human procaspase-7. P55210. recombinant procaspase-7, Ac-DEVD-pNA absorbance 405 nm; D23A/D198A/D206A triple mutant, cannot self-cleave; scale: DMSO 0, 5 µM enzyme 100. activation, % at 8.5 µM. 330,000 compounds, 0.093% hits. AID 463210;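 active means percent activation above the screen-wide mean plus 3 SD, cut at about 25% in these data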
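Assay system: Uncleavable procaspase-7 mutant enzyme / Input: 2 µM procaspase-7 mutant as dispensed / Dosing: single nominal 8.5 µM compound dose, 0.8% DMSO final / Timing: 1 h enzyme–compound preincubation and 2 h substrate reaction, both 25 °C / Detection: p-Nitroaniline absorbance at 405 nm, read at 0 and 120 min / Replication: singlicate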
RPL19A-GFP yeast – modulators of TOR pathway RPL19A-GFP in S. cerevisiae. S. cerevisiae RPL19A-GFP strain, flow cytometry, 3 h; stronger effect = lower value. percent response vs DMSO, % at 10 µM. 330,000 compounds, 0.3% hits. AID 2025;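 active means percent response vs DMSO below 50%; inconclusive means fewer than 70 events counted for the yeast strain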;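 further: median channel GFP fluorescence of the barcoded RPL19A-GFP strain; ratio of sample median GFP to plate DMSO average so 100% = DMSO; lower means less RPL19A-GFP as with rapamycin TOR inhibition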
MEP2-GFP yeast – yeast TOR pathway MEP2-GFP modulation; GFP response vs DMSO, % at 10 µM; 330,000 compounds, 0.51% hits; S. cerevisiae MEP2-GFP strain, flow cytometry GFP, 3 h; 100% = DMSO control level;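 active means GFP response versus DMSO above a set limit, roughly screen mean plus 3 SD, cut at about 180% in these data; inconclusive means fewer than 70 cells counted for a yeast strain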;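 further: median GFP fluorescence of the barcode-gated MEP2-GFP cells per well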
proCasp3 act – activators of human procaspase-3; recombinant procaspase-3 D3A, Ac-DEVD-pNA absorbance 405 nm; AID 463141; P42574; 330,000 compounds, 0.11% hits; activation, % at 8.5 µM;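 active means activation above the mean of all tested compounds plus 3 SD, cut at about 21% in these data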;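 further: 0% = DMSO alone and 100% = DMSO wells spiked with extra 5 µM PC-3 D3A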
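Compound: 8.5 µM single point, 0.8% DMSO / Material: Autoprocessing-dead procaspase-3 D3A mutant enzyme / Timing: 1 h preincubation plus 2 h reaction at 25 °C / Medium: Zinc-free HEPES/NaCl buffer with 0.01% Triton X-100 at pH 7.4 / Technique: 405 nm absorbance of p-nitroaniline, reads at 0 and 120 min / Repeats: one well per compound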
Yeast superoxide – yeast age-related superoxide inhibition as caloric restriction mimetic; superoxide response (% of plate mean), % at 10 µM; 330,000 compounds, 0.18% hits; S. cerevisiae aged cells, superoxide DHE fluorescence; stronger effect = lower value;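 active means superoxide response under a set limit, about three screen SD below normal, cut at about 65% in these data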;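 further: yeast aged for seven days with compound at 30 °C before DHE staining; 100% = average MFI of all compound-treated wells on the plate with controls excluded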
AHR act – human AHR activation | AHR-responsive luciferase reporter cells, luminescence | activation, % at 5 µM | 320,000 compounds, 2.5% hits; in the data active means activation above about 47%;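 further: 0% = vehicle wells and 100% = reference agonist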
Target sequence (P35869 whole entry, looked up): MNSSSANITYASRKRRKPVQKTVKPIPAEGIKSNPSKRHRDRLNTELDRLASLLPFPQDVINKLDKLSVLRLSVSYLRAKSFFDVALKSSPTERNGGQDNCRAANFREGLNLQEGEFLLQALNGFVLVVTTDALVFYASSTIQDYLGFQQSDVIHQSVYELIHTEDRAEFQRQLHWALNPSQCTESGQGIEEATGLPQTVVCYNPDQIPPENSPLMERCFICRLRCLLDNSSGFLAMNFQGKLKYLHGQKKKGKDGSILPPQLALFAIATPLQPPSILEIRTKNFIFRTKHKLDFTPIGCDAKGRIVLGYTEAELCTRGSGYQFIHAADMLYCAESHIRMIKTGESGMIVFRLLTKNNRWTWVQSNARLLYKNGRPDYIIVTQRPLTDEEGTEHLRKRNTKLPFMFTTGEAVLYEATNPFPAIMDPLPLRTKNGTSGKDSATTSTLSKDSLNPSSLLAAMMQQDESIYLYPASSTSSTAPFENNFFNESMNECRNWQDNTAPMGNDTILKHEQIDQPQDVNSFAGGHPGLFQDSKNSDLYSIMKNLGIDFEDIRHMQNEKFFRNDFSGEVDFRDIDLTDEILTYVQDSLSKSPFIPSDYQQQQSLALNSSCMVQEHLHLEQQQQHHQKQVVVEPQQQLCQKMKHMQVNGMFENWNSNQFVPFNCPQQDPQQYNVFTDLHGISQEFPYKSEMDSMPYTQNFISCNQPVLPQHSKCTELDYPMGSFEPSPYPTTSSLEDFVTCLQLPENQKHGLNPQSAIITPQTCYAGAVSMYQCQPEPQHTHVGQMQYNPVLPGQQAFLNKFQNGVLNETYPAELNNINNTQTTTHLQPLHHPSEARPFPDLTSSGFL
Active calls of the source: *; ? = inconclusive; . = no result given; [ ] = dose if it differs, or a comment. Compounds as they come; overall some 3.8% were active at least once.

Start of the data: the first four records, ahead of the listing:
1: Cn1c(=O)c2c(ncn2CC(COCc2ccc(Cl)cc2)OCc2ccc(Cl)cc2)n(C)c1=O (stereo not drawn)
2: Cc1cc(N2CCN(C)CC2)nc2ccc(NC(=S)N3CCN(c4cccc(Cl)c4)CC3)cc12
3: CCOC(=O)N1CCN(C(=O)CNC(=O)c2ccc(Cl)cc2)CC1
4: CCOC(=O)c1c(NC(=O)CSc2nnc(-c3ccc(C)cc3)o2)sc(C(C)=O)c1C

entry no.	1	2	3	4
JMJD2C inh	-2	-2	4	.
LAP4-GFP MLPCN	100	103	100	98
proCasp7 act	4	-1	-1	-3
RPL19A-GFP yeast	96	95	93	92
MEP2-GFP yeast	98	103	92	95
proCasp3 act	7	-4	2	0
Yeast superoxide	97	104	94	137
AHR act	-2	5	12	4

The whole of this part, from the start:
1: Cn1c(=O)c2c(ncn2CC(COCc2ccc(Cl)cc2)OCc2ccc(Cl)cc2)n(C)c1=O (stereo not drawn)
2: Cc1cc(N2CCN(C)CC2)nc2ccc(NC(=S)N3CCN(c4cccc(Cl)c4)CC3)cc12
3: CCOC(=O)N1CCN(C(=O)CNC(=O)c2ccc(Cl)cc2)CC1
4: CCOC(=O)c1c(NC(=O)CSc2nnc(-c3ccc(C)cc3)o2)sc(C(C)=O)c1C
5: O=C(O)CCC(=O)Nc1ccc(Br)cc1C(=O)c1ccc(Cl)cc1
6: COC(=O)c1ccc(-n2cncn2)c([N+](=O)[O-])c1
7: CC(C)(C)C(=O)/C=C1\SCC(=O)N1CC(=O)N1CCN(c2ccccc2)CC1
8: COc1cccc(OC)c1C(=O)Nc1cccc(-c2ccc(N3CCOCC3)nn2)c1
9: CC(C)(C)NC(=O)CN(C(=O)CNC(=O)c1cccs1)c1ccc2c(c1)OCCO2
10: COc1ccccc1CC(=O)N1CCN(c2ccccc2F)CC1

entry no.	1	2	3	4	5	6	7	8	9	10
JMJD2C inh	-2	-2	4	.	-4	3	-2	4	31	5
LAP4-GFP MLPCN	100	103	100	98	99	96	104	93	103	96
proCasp7 act	4	-1	-1	-3	3	1	-3	6	8	2
RPL19A-GFP yeast	96	95	93	92	98	100	91	97	101	96
MEP2-GFP yeast	98	103	92	95	97	101	90	95	100	96
proCasp3 act	7	-4	2	0	0	3	-9	-1	-2	-1
Yeast superoxide	97	104	94	137	112	95	89	99	91	99
AHR act	-2	5	12	4	-2	5	0	5	3	-1

11: Cc1snc(SCc2ccc(F)cc2)c1C#N
12: Cc1ccccc1OCC(=O)N1N=C(c2cccnc2)CC1(O)C(F)(F)F (stereo not drawn)
13: O=C(Nc1cccc(O)c1)c1cnn2cccnc12
14: O=C(CSc1nnc(NC2CCCCC2)s1)NN1C(=O)NC2(CCCCC2)C1=O
15: COC(=O)Cc1[nH]c(=S)[nH]c1C(=O)OC
16: O=C(Cn1ncc2c3ccccc3n(Cc3ccccc3)c2c1=O)N1CCN(c2ncccn2)CC1
17: C=CC(=O)Nc1ccc(CN2C(=O)N(c3c(Cl)c(OC)cc(OC)c3Cl)Cc3cnc(NCCCCN(CC)CC)nc32)cc1
18: COc1ccc(C(CC(=O)O)NC(=O)OC(C)(C)C)cc1 (stereo not drawn)
19: O=C1CSC(=Nc2ccc(Cl)cc2)N1Cc1ccco1
20: Cc1cccc(CC2CC(=O)N(c3ccc(C)cc3Br)C2=O)c1 (stereo not drawn)

entry no.	11	12	13	14	15	16	17	18	19	20
JMJD2C inh	-9	14	-8	-8	0	-27	-9	12	-28	23
LAP4-GFP MLPCN	110	112	91	102	101	95	96	112	105	102
proCasp7 act	1	-1	-1	-12	-22	5	-1	7	0	4
RPL19A-GFP yeast	103	111	99	93	102	97	99	102	100	102
MEP2-GFP yeast	110	106	91	90	96	98	92	105	95	99
proCasp3 act	-7	9	2	3	-8	6	-3	2	-8	3
Yeast superoxide	92	104	96	97	95	108	84	94	105	109
AHR act	9	10	50*	-2	0	3	1	-1	-4	1

21: COc1ccccc1NC(=O)CSc1nnc(C)n1Cc1ccccc1
22: COc1ccc2c(c1)-c1nc(N)sc1CC2
23: COC(=O)c1ccc(-c2noc(CN(Cc3ccncc3)CC3CCCO3)n2)cc1 (stereo not drawn)
24: CCc1nn(CC(=O)NCCc2ccc(S(N)(=O)=O)cc2)c(=O)c2cc3sccc3n12
25: COc1ccc(/C=C2\CCc3c2nc2ccccc2c3C(=O)O)cc1OC
26: CCn1cc(/C=C/C(=O)c2ccc(O)cc2)c(C)n1
27: O=C(COC(=O)C1CC(=O)N(c2ccc3c(c2)OCCO3)C1)NC1CCCc2ccccc21 (stereo not drawn)
28: CCC(=O)N1CCN(c2ccc(NC(=S)NC(=O)COc3ccccc3)cc2)CC1
29: CC1CCCC(C)N1CC(O)COc1ccc(Cl)cc1 (stereo not drawn)
30: Nc1ccc(NC(=O)NC2CCCCC2)cc1[N+](=O)[O-]

entry no.	21	22	23	24	25	26	27	28	29	30
JMJD2C inh	121	-2	-5	8	8	-4	-19	30	9	4
LAP4-GFP MLPCN	99	100	104	106	105[may fluoresce violet]	103	95	100	100	100
proCasp7 act	5	-22	10	-3	-28	3	3	3	10	6
RPL19A-GFP yeast	100	99	95	106	89[may fluoresce violet]	106	96	100	102	95
MEP2-GFP yeast	100	90	96	105	107[may fluoresce violet]	113	104	99	100	95
proCasp3 act	5	-4	-7	4	-17	2	4	5	9	-3
Yeast superoxide	111	133	97	111	103	98	97	109	93	109
AHR act	1	20	2	-1	5	1	1	-3	0	19

31: CCn1cc([N+](=O)[O-])c(C(=O)N2N=C(c3ccccc3)CC2c2ccc([N+](=O)[O-])cc2)n1 (stereo not drawn)
32: O=C(Nc1ccn(Cc2ccccc2F)n1)c1ccc(COc2cccc(Br)c2)cc1
33: COc1ccc(OC)c(CNS(=O)(=O)c2cc(-c3cc(C)no3)ccc2OC)c1
34: Cc1cc(C)c2c(=O)[nH]c(SCc3ccc([N+](=O)[O-])cc3)nc2n1
35: O=S(=O)(Nc1cc(Cl)ccc1N1CCCCC1)c1cccs1
36: CS(=O)(=O)N(CCc1ccccc1)CC(=O)N1CCN(c2ccccc2F)CC1
37: COCC(=O)Nc1cc(C(=O)NCCc2ccccc2)ccc1Cl
38: COc1ccccc1NC(=O)c1cc(S(=O)(=O)N2CCOCC2)ccc1Cl
39: COC(=O)c1ccc(C23CC4(C2)[C@H](CN(C)[C@@H]4c2ccccc2)C3c2ccc(C(F)(F)F)cc2)cc1 (stereo partly drawn)
40: CN(C)CCCNC(=S)Nc1ccc(-c2ccccc2)cc1

entry no.	31	32	33	34	35	36	37	38	39	40
JMJD2C inh	-5	-1	-2	5	-2	-4	17	-8	-27	-2
LAP4-GFP MLPCN	96	107	92	102	107	98	104	91	120	108
proCasp7 act	-1	5	1	10	2	2	8	-2	-2	1
RPL19A-GFP yeast	105	99	96	103	96	98	100	99	101	103
MEP2-GFP yeast	110	111	96	103	99	90	103	96	93	112
proCasp3 act	-3	8	4	6	6	-2	-4	2	11	2
Yeast superoxide	87	106	101	103	104	87	105	92	97	86
AHR act	-1	2	10	5	3	-1	-6	14	0	0

41: CCOC(=O)C1(Cc2cccc(OC)c2)CCCN(CCO)C1 (stereo not drawn)
42: COC(=O)c1sc(-c2ccccc2)cc1NC(=O)c1cc(OC)cc(OC)c1
43: COc1ccccc1N1CCN(CCN2C(=O)CC3(CCCC3)CC2=O)CC1
44: Cc1ccc(-c2c[n+](CC(=O)Nc3ccccc3C)c3n2CCC3)cc1
45: CC(=O)C(=Nc1cccc(Cl)c1)NNc1ccccc1C
46: C[C@@H]1CC[C@@]2(O[C@H](CCO)C[C@H](O)[C@H]2O)O1
47: CC(Sc1nnnn1C)C(=O)Nc1ccc(N2CCOCC2)cc1 (stereo not drawn)
48: O=C(O)CCCNS(=O)(=O)c1cccs1
49: CC1=C(c2ccccc2)[N+](=O)C2(CCCC2)N1[O-]
50: CCCCn1c(N)c(NCCC(C)C)c(=O)[nH]c1=O

entry no.	41	42	43	44	45	46	47	48	49	50
JMJD2C inh	10	-7	-4	.	-1	9	7	12	11	-8
LAP4-GFP MLPCN	93	100	104	106	83	.	103	102	90	90
proCasp7 act	-10	9	-9	11	-21	-2	-7	13	12	7
RPL19A-GFP yeast	107	102	106	96	102	.	101	100	95	91
MEP2-GFP yeast	104	104	99	97	91	.	98	103	99	89
proCasp3 act	-2	-2	-7	-6	-10	5	6	-4	-2	-2
Yeast superoxide	85	103	118	97	84	.	111	97	103	114
AHR act	4	9	1	0	7	1	2	3	0	1

51: CCCCc1noc(-c2c(-c3ccccc3Cl)noc2C)n1
52: O=C(CN1CCC(NC(=O)Cc2ccccc2)CC1)Nc1cccc2ccccc12
53: Cc1ccc(CN(C(=O)COc2ccc([N+](=O)[O-])cc2)C2CCS(=O)(=O)C2)o1 (stereo not drawn)
54: Cc1ccc(C2CC(=O)C(C=NCCN3CCN(C(=S)Nc4ccc(F)cc4)CC3)=C(O)C2)cc1 (stereo not drawn)
55: CCc1cc[n+](CC(=O)Nc2ccc(Cl)cc2Cl)cc1
56: CCOC(=O)c1ccc(N/C(=N/S(=O)(=O)c2ccccc2)c2ccccc2)cc1
57: COc1ccc(OC)c(-c2cc(C(=O)N3CCc4ccccc4C3)no2)c1
58: CC(C)CCc1c(O)nc(SCC(C)C)[nH]c1=O
59: COc1cc(C2=NOC(C(=O)NCc3ccco3)C2)cc(OC)c1OC (stereo not drawn)
60: O=C(CSc1ncnc2c1cnn2CCc1ccccc1)Nc1cccc(C(F)(F)F)c1

entry no.	51	52	53	54	55	56	57	58	59	60
JMJD2C inh	8	-4	0	14	-1	-2	2	6	9	-3
LAP4-GFP MLPCN	107	60[may fluoresce red]	109	99	107	93	103	98	100	101
proCasp7 act	2	-8	0	0	12	6	12	14	3	-1
RPL19A-GFP yeast	94	?	101	104	104	97	101	96	110	94
MEP2-GFP yeast	100	66[may fluoresce red]	103	99	105	97	102	103	100	97
proCasp3 act	10	-2	2	8	6	-12	3	3	-6	3
Yeast superoxide	105	83	119	88	112	138	108	95	89	96
AHR act	1	2	-1	-2	-3	-1	1	1	3	1

61: Cc1ccc(NC(=O)CN2C(=O)NC(C)(c3ccc(Cl)cc3)C2=O)cc1S(=O)(=O)N1CCOCC1 (stereo not drawn)
62: CC(=O)N1CCN(S(=O)(=O)c2ccc3c(c2)OCCO3)CC1
63: O=C(/C=C/Nc1ccc(F)cc1)c1ccco1
64: COc1cc(-c2nc3cnccc3n2C)cc(OC)c1OC

entry no.	61	62	63	64
JMJD2C inh	2	8	3	-6
LAP4-GFP MLPCN	87	106	89	86
proCasp7 act	-2	1	0	3
RPL19A-GFP yeast	99	94	91	96
MEP2-GFP yeast	99	102	93	95
proCasp3 act	1	5	7	-5
Yeast superoxide	102	86	106	120
AHR act	29	-1	1	20
